Casp1 inh = blocks human caspase-1 allosterically or competitively. P29466. Caspase-1 enzyme, Ac-WEHD-AFC fluorogenic rate. Potency, µM (top dose mostly 57.5 µM), without a hit: at the highest dose activity change, negative = inhibition, most hits filed as inhibitors. 75,000 tested, 0.03% active. AID 900;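 note: potency is the fitted concentration of half-maximal effect; plate controls were vehicle for no effect and no substrate for full effect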
Target sequence (P29466 120-297 limits assumed): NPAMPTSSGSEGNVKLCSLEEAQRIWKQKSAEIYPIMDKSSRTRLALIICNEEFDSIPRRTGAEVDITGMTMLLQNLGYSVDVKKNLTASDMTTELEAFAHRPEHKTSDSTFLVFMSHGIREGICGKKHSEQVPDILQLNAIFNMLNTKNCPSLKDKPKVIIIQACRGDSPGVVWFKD
Target sequence (P29466 317-404 limits assumed): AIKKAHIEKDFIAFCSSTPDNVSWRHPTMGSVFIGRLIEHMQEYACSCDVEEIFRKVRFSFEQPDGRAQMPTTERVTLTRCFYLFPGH
USP2a inhib = blocks human ubiquitin-specific protease USP2a. Potency, µM (titrated, usually from 38.3 µM), for inactives: at the highest dose activity change, negative = inhibition, usual class: inhibitors. 60,000 tested, 0.1% active. USP2a enzymatic assay, qHTS inhibition;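 note: potency is the fitted concentration of half-maximal effect; nearly all actives have a fitted effect of over 60% in size; plate controls were DMSO for no effect and NEM full inhibition control for full effect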
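USP2 core (20nM final) preincubated 30 min RT with compound, then Ub-PLA2 20nM and NBD C6-HPC 20uM final added; buffer 20mM Tris-HCl pH 8.0, 2mM CaCl2. Fluorescence Ex 460/Em 535 read at 0 and 2.5 h; normalized to NEM.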
BRCT inh red = disrupts BRCA1 BRCT binding to phosphoprotein, red fluorophore readout | P38398 | BRCT-phosphopeptide binding, red fluorescence polarization | Potency, µM (series often up to 76.9 µM), without a hit: at the top dose activity change, negative = inhibition, hits mostly inhibitors | 75,000 tested, 0.03% active; note: % is set by controls: 0 for no effect and ±100 for the full control effect
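Rhodamine-labelled pBACH1 10-mer (100 nM) bound to BRCT domain (100 nM) at pH 7.3; compounds incubated 12 min room temperature, polarization read. Free peptide defines full inhibition; unlabelled decapeptide titrated as control.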
Caspase-7 inhib = allosteric or competitive inhibitors of human caspase-7; recombinant caspase-7, Ac-DEVD-AFC fluorescence rate; 75,000 tested, 0.02% active; Potency, µM (titrated, usually from 57.5 µM), without a hit: at the highest dose activity change, negative = inhibition, usual class: inhibitors; active = well fitted inhibition curve with a large enough effect in the main read-out, with a control signal flat, not every such curve was filed as active; inconclusive = small, poorly fitted or top-dose-only effect, or a change in a side signal; note: potency is the fitted concentration of half-maximal effect; % of control where 0% means no effect
Target sequence (P55210 24-198 limits assumed): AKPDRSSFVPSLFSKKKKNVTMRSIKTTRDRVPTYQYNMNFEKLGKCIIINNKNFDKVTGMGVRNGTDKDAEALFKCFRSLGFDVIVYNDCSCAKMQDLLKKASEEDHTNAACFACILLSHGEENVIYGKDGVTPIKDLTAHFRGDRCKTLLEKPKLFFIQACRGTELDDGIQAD
Target sequence (P55210 207-303 limits assumed): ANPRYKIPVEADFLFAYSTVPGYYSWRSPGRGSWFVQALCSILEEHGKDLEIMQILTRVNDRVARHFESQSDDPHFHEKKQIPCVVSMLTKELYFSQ
HEK293 cAMP ctrl = counter-screen for TSHR agonists: cAMP increase in parental HEK293; AID 938; 73,000 tested, 2.5% active; parental HEK293 CNG cAMP sensor, membrane potential fluorescence; Potency, µM (series often up to 57.1 µM), for inactives: at the top dose activation, most hits filed as activators; note: potency is the fitted concentration of half-maximal effect; % of control where 0% means no effect; nearly all actives have a fitted effect of over 55% in size
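Parental HEK 293 cells stably expressing a cAMP-gated CNG channel were loaded with membrane potential dye containing 100 uM RO 20-1724 for 60 min. Compound added for 30 min; depolarization read as fluorescence intensity at 590 nm.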
A350 fluor = A350 region autofluorescence. Compound autofluorescence, 340/450 nm, Alexa 350 dye-equivalents; active compounds read high. max dye-equivalent concentration, M. 59,000 tested, 11% active; in the data active = max dye-equivalent concentration above about 10 nM; inconclusive = mostly about 1.1 nM to 9.6 nM
UbGFP stabilizer = inhibits proteasome, raising ubiquitin-GFP reporter fluorescence | Ubiquitin-GFP reporter cells, proteasome inhibition, GFP fluorescence; response scale: untreated = 0%, 10 µM MG-132 = 100% | Potency, µM (series often up to 45.9 µM), for the others: at the top dose activation (GFP accumulation), usual class: activators | 67,000 tested, under 10 active; active = well fitted activation curve with a large enough effect, not every such curve was filed as active; inconclusive = small, poorly fitted or top-dose-only effect, or another doubt; inactive = no such curve, though single readings can be large or run the other way; note: potency is the fitted concentration of half-maximal effect
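U2OS Ub(G76V)-GFP reporter; O/N plating, 0.5% FBS; cpd 46 uM–2.9 nM, 4 h, 37 °C; GFP+ cell count, 488/515 nm; norm. to basal vs 10 uM MG-132; CRC fit.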
4MU fluor = 4-MU region autofluorescence; max dye-equivalent concentration, M; 59,000 tested, 11% active; compound autofluorescence, 340/450 nm, 4-MU equivalents; active compounds read high; in the data active = max dye-equivalent concentration above about 10 nM; inconclusive = mostly about 1.1 nM to 9.6 nM
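Compounds in 100 mM Tris, pH 8.0, incubated 15 min at room temperature, then fluorescence read at 340 nm excitation/450 nm emission. Signal converted to 4-MU dye-equivalent concentration using an on-plate six-point 4-MU standard curve.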
Epigenetic mod = epigenetic GFP locus derepression in mouse cells. mouse C127i GFP locus derepression, cytometry, 30 h. Potency, µM (titrated, usually from 46.1 µM), inactives show at the highest dose GFP derepression (activation). 68,000 tested, 0.09% active. AID 597; note: % of control where 0% means no effect
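Derepression screen: silenced CMV-GFP reporter in murine C127i cells, 30 h compound incubation at 37 C, washed cells imaged by laser-scanning cytometer to enumerate GFP-expressing objects of 20 to 120 um.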
BRCT PPI green = blocks human BRCA1 BRCT binding to phosphopeptide, green readout; BRCA1 BRCT-phosphopeptide binding, green fluorescence polarization; P38398; 75,000 tested, 0.05% active; Potency, µM (top dose mostly 76.9 µM), inactives show at the highest dose activity change, negative = inhibition, actives largely listed as inhibitors;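 note: potency is the fitted concentration of half-maximal effect; plate controls were peptide without protein for full effect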
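Compounds were incubated for 12 min at room temperature with a complex of 100 nM fluorescein-tagged pBACH1 decapeptide and 250 nM His-tagged BRCT protein. Buffer was phosphate pH 7.3 with EDTA, DTT and Tween 20. Disruption of binding lowers the polarization signal.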
Fluorescein autfl = fluorescein region autofluorescence; max fluorescein-equivalent concentration, M; Compound autofluorescence, 480/540 nm, fluorescein-equivalent; active compounds read high; 59,000 tested, 0.91% active; in the data active = max fluorescein-equivalent concentration above about 10 nM; inconclusive = between about 1.1 nM and that limit
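Values reflect compound autofluorescence, normalized to fluorescein on the same plate and reported at each tested concentration. Conditions: 100 mM Tris pH 8.0, room temperature, 15 min, excitation 480 nm, emission 540 nm.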
Numbers without * were called inactive; i = inactive; ? = inconclusive; . = no result given; [ ] = another dose, or the depositor's remark. Unless noted, calls come from the whole dose curve; as a rule, active = well fitted curve in the direction sought with a large enough effect; inconclusive = small, poorly fitted or top-dose-only effect, or another doubt; inactive = no such curve, though single readings can be large; an effect the other way counts as inactive or inconclusive. Only part of the results is shown; the hit share may differ from the screen's.

SMILES | Casp1 inh | USP2a inhib | BRCT inh red | Caspase-7 inhib | HEK293 cAMP ctrl | A350 fluor | UbGFP stabilizer | 4MU fluor | Epigenetic mod | BRCT PPI green | Fluorescein autfl
COC(=O)c1ccc(N2C(=O)CC(NCc3ccccc3)C2=O)cc1 (stereo not drawn) | -1% | 6% | 0.0% | -1% | -2% | i | 9% | i | 0% | -0.6% | i
Cc1cc(-c2nnco2)c(C)n1-c1ccc(F)cc1 | 0% | 4% | 1.5% | -2% | 16µM* | i | -7% | i | 0% | -1.2% | i
COc1ccc(NC(=O)COC(=O)c2ccc(N3CCCC3=O)cc2)cc1OC | 3% | 2% | 0.6% | -1% | 6% | i | 4% | i | 0% | -2.6% | i
CSc1ccc(C(C(C(=O)c2cccs2)N2CCOCC2)N2CCOCC2)cc1 (stereo not drawn) | -4% | 14% | -0.6% | -5% | 7% | i | 4% | i | 4% | 3.3% | ?
COC(=O)c1ccc(CSc2nc(-c3ccccc3)cs2)o1 | -2% | -5% | 0.1% | -1% | 40µM* | i | 3% | i | 2% | 0.4% | i
O=C(Nc1ccccc1)c1ccc(NCCN2CCOCC2)c(S(=O)(=O)N2CCOCC2)c1 | -1% | 18% | 0.3% | 3% | 3% | i | 0% | i | 0% | -0.2% | i
COc1ccc(-n2c(SCC(=O)Nc3ccc4c(c3)OCO4)nc3ccccc3c2=O)cc1 | -4% | 42%[activator] | -0.6% | -1% | 21% | 2.2e-06M* | 1% | 1.6e-06M* | 0% | 0.3% | i
Cc1ccc(NC2=NC(c3ccccc3)n3c(nc(C)cc3=O)N2)cc1 (stereo not drawn) | -1% | 26% | 0.1% | -1% | 2% | i | . | i | 0% | 1.7% | i
O=C(COC(=O)c1ccc(Br)o1)NCCCc1ccccc1 | 0% | -3% | -1.2% | 0%[0.00368 µM] | 15% | i | -4% | i | 1% | -2.7% | ?
Cc1ccc(NS(=O)(=O)c2ccc(CCC(=O)O)cc2)cc1 | 0% | -1% | 0.8% | -1% | -2% | i | 0% | i | 3% | 0.3% | i
COc1ccc(OCCC(=O)OCC(=O)NCc2ccco2)cc1 | -4% | 6% | 0.4% | -5% | 1% | i | -1% | i | 0% | -2.1% | ?
C=CC1=C(C)C2=NC1=CC1=NC(=CC3=NC(=CC4=NC(=C2)C(C)=C4CCC(=O)O)C(CCC(=O)O)=C3C)C(C=C)=C1C.[Zn] | -11% | . | 32µM* | -11% | -30%[inhibitor] | . | -3% | . | 0% | ? | .
CC(C)NCC(O)Cn1c2c(c3ccccc31)CCc1c-2cnn1-c1ccccc1 (stereo not drawn) | -2% | 38%[activator] | -3.9% | -6% | -76%[inhibitor] | 2.8e-08M* | -4% | 2.1e-08M* | 6% | -3.1% | ?
CCCCSC1=C(C#N)C(c2ccccc2C)C(C(=O)OCC)C(=O)N1 (stereo not drawn) | -2% | 3% | -2.1% | 0% | 17% | i | 5% | i | 0% | -2.2% | i
Cc1cccc(N2CCN(S(=O)(=O)c3ccc4c(c3)CCC(=O)N4)CC2C)c1 (stereo not drawn) | -1% | 4% | -2.5% | -2% | 19% | i | 9% | i | -5% | -0.3% | i
COc1ccc(-n2nnc3c(=O)n(C/C=C/c4ccccc4)cnc32)cc1 | -3% | 14% | -0.9% | -2% | ? | i | 2% | i | -2% | 0.0% | i
CCC(C(=O)NC1CCCC1)N(C(=O)Cn1nnc(-c2ccc(C)o2)n1)C(C)(C)C (stereo not drawn) | 1% | 12% | -0.4% | -3% | 9% | i | -1% | i | -1% | -1.7% | ?
Cc1onc(-c2c(Cl)cccc2Cl)c1C(=O)NCc1ccco1 | 0% | 20% | -0.1% | -3% | 7% | i | . | i | 0% | -4.7% | ?
COc1ccc(N(CC(=O)Nc2cccc(C(C)=O)c2)S(C)(=O)=O)cc1OC | -2% | 10% | 0.9% | -2% | 7% | . | 14% | . | 0% | 0.0% | .
COc1ccc(C(=O)/C=C/Nc2cc(C)on2)cc1 | -6% | 1% | -1.4% | -1% | 15% | . | 3% | . | 2% | -3.3% | .
O=c1cc(-c2ccc(O)cc2)oc2c([C@H]3O[C@@H](CO)[C@@H](O)[C@@H](O)[C@@H]3O)c(O)cc(O)c12 | 0%[25.7 µM] | -11%[17.1 µM] | -0.2%[34.4 µM] | -3%[25.7 µM] | -4%[25.6 µM] | ? | 11%[20.5 µM] | ? | 1%[20.6 µM] | -0.1%[34.4 µM] | i
CCCn1c(C)nc2c(c1=O)c1nc3ccccc3nc1n2CCc1ccccc1 | -6% | 4% | -1.6% | -6% | ? | 6.6e-07M* | 2% | 5.4e-07M* | 0% | -3.5% | i
NC(=O)c1cccc2c(=O)oc3ccccc3c12 | -1% | -10% | -0.8% | 1% | -3% | i | 0% | i | 2% | -1.7% | i
CCC(CC)n1[nH]c(=O)c2c(C)cc(C)nc21 | 0% | 1% | 0.0% | 0% | -5% | ? | 0% | ? | 0% | 0.4% | i
Cc1cnc(CNc2ncnc3ccc(-c4ccc5c(c4)OCO5)cc23)cn1 | 0% | 251%[activator] | -4.0% | -6% | 6% | i | 2% | i | -1%[9.22 µM] | -0.7% | i

Individual results from the results shown.
COc1ccc(C(=O)/C=C/Nc2cc(C)on2)cc1 – Caspase-7 inhib: -1%
CCC(C(=O)NC1CCCC1)N(C(=O)Cn1nnc(-c2ccc(C)o2)n1)C(C)(C)C (stereo not drawn) – HEK293 cAMP ctrl: 9%

The results go on.
SMILES | Casp1 inh | USP2a inhib | BRCT inh red | Caspase-7 inhib | HEK293 cAMP ctrl | A350 fluor | UbGFP stabilizer | 4MU fluor | Epigenetic mod | BRCT PPI green | Fluorescein autfl
Cn1cc(S(=O)(=O)N2CCN(c3cccc(C(F)(F)F)c3)CC2)c(=O)n(C)c1=O | -6% | . | -0.2% | -2% | ? | . | 3% | . | . | 1.6% | .
CCN(CC)S(=O)(=O)c1ccc2c(c1)nc(CCC(=O)OCc1c(C)noc1C)n2C | -1% | 2% | 0.0% | 0% | ? | i | 2% | i | -1% | -0.8% | i
CC12CCC(C(=O)Nc3cccnc3)(CC1=O)C2(C)C (stereo not drawn) | 0% | 9% | -3.7% | 1% | 7% | i | 15% | i | 0% | -0.5% | i
Cc1cc(C)cc(NC(=O)CCn2ccnc2C)c1 | 0% | 3% | -2.7% | 0% | 22% | i | -2% | i | 9% | -1.0% | ?
Cn1c(N)c(C(=O)COC(=O)c2ccc3c(c2)OCCO3)c(=O)n(C)c1=O | 2% | -4% | -1.1% | -1% | 1% | i | 0% | i | 0% | -1.2% | i
COC(=O)N1CCC2(CCCN(C(=O)Nc3ccc(OC)cc3)C2)CC1 | -3% | 17% | 0.2% | -1% | -10% | i | -6% | i | -2%[9.22 µM] | -0.9% | i
COc1ccc(C(=O)NC2CCN(C(=O)NC3CCCCC3)CC2)cc1 | 0% | 4% | 0.7% | 3% | -1% | i | 2% | i | 4% | -0.2% | i
O=C(c1cnc(N2CCN(c3ncccn3)CC2)c2ccccc12)N1CCN(c2ncccn2)CC1 | 0% | 31% | -0.6% | -2% | 13% | ? | 1% | ? | -1% | 3.2% | i
OC(CNCC1COc2ccccc2O1)COCc1cccs1 (stereo not drawn) | 6% | -3% | -1.5% | -4% | 11% | ? | -3% | i | -4% | -0.4% | ?
CCOC(=O)CSc1nnc(NC(=O)c2cccc(S(=O)(=O)N3CCCCC3)c2)s1 | -1% | 7% | -0.3% | -2% | -5% | i | 16% | i | -3% | -0.1% | i
CCOC(=O)CSc1nnc(CNC(=O)c2cccs2)n1CCc1ccccc1 | 0% | -3% | -0.6% | 0% | 1% | i | -2% | i | -2% | -0.3% | i
COc1ccc(OC)c2[nH]c(=O)c(CCNC(=O)c3ccc(S(=O)(=O)N4CCCCC4)cc3)cc12 | 0% | 21% | 0.9% | 0% | 18% | i | -5% | i | -1% | -1.0% | i
O=C1OC(Nc2nccs2)c2ccccc21 (stereo not drawn) | 0% | 1% | 1.1% | 1% | 2% | i | -1% | i | -2% | 0.4% | ?
O=C1[C@H]2[C@H]3[C@H](O)[C@H](O)C/C(=N/OC[C@@H](O)COCc4ccco4)[C@H]3CC[C@@H]2C(=O)N1C1CCCCC1 | -2%[11.5 µM] | . | 2.2%[15.4 µM] | -2%[11.5 µM] | 9%[11.4 µM] | . | . | . | . | -4.4%[15.4 µM] | .
COc1ccc(C2C3=C(OC(C)=O)c4ccccc4C3=Nc3c2c(=O)n(C)c(=O)n3C)cc1 (stereo not drawn) | 0% | 3% | -0.9% | -2% | 10µM* | ? | -3% | ? | 0% | 0.4% | i
O=C(c1ccco1)N1CCN(c2nc3ccccc3c(=O)n2-c2ccccc2)CC1 | 2% | 15% | 0.0% | 1% | 24% | ? | 6% | ? | 3% | 0.2% | i
